E coli Lon inh: E. coli protease La inhibition; inhibition, % at 7.94 µM; P0A9M0; purified E. coli Lon protease, fluorescence polarization; hit rate 0.42% among 360,000; in the data active = inhibition above about 13%, passing the limit was not always enough;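 also: 0% = enzyme with probe and DMSO and 100% = no enzyme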
bovine MsrA act: activators of bovine methionine sulfoxide reductase A; purified bovine MsrA, absorbance read-out; activation, % at 10.6 µM; hit rate 0.3% among 360,000; in the data active = activation above about 7.5%;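 also: 0% = vehicle and 100% = reference activator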
PABP1 MLLE inh: inhibitors of microRNA-mediated deadenylation, human PABP1 MLLE binding; P11940; GST-MLLE / FITC-PAM2 fluorescence polarization; inhibition, % at 20 µM; hit rate 0.36% among 360,000; AID 588489; in the data active = inhibition above about 35%, passing the limit was not always enough;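 also: plate controls were DMSO wells with GST-MLLE for no effect and wells lacking GST-MLLE protein for full effect; some results filed as inactive read as strong as hits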
MT1-MMP act inh: blocks activation of human MT1-MMP; AID 651647; P50281; GFP/RFP ratio change, % at 20 µM; hit rate 0.061% among 360,000; HT1080 RFP-PRO-GFP cells, GFP/RFP ratio fluorescence, overnight; percent of plate control window, DMSO zero;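 active = GFP/RFP ratio change of at least 30% with cell ATP level not reduced by more than half and red fluorescence within 50% of control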; also: strong numbers were not always called active
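system = RFP-PRO-GFP reporter HT1080 cells | dosing = 20 µM single dose, 1% DMSO | timing = overnight cell settling, then overnight compound exposure, 37 °C, 5% CO2 | read-out basis = GFP/RFP fluorescence ratio | controls = DMSO and RFP-L50D-GFP cell wells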
Tb MetRS inh: Trypanosoma brucei MetRS inhibition | hit rate 0.4% among 360,000 | inhibition, % at 11.9 µM | purified T. brucei MetRS, ATP depletion, Kinase-Glo luminescence | AID 624268;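 active = inhibition above a per-plate cutoff of the control wells' mean inhibition plus 3 SD, cut at about 5.5% in these data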;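 also: 0% = DMSO wells median and 100% = median of wells with control inhibitor compound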
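Assay system: T. brucei methionyl-tRNA synthetase, purified | Medium: HEPES buffer with MgCl2, KCl, DTT, spermine, BSA, pyrophosphatase | Compound: 11.9 µM single point | Incubation: 15 min enzyme-compound preincubation, 2 h reaction, 10 min detection, 25 °C | Measured by: Kinase-Glo luciferase luminescence reporting remaining unconsumed ATP | Measure: % inhibition normalized to control-well medians | Replication: Singlicate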
NRP1-CendR mod: alters CendR peptide binding to human NRP-1 | FAM-RPARPAR peptide binding to NRP-1, fluorescence polarization | inhibition, % at 25 µM | hit rate 0.85% among 360,000;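 active = inhibition or corrected inhibition above about 18%, plus a signal ratio from 0.5 to 1.5, limit read from the data, passing the limit was not always enough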; also: strong numbers were not always called active
Target sequence (O14786 whole entry, looked up): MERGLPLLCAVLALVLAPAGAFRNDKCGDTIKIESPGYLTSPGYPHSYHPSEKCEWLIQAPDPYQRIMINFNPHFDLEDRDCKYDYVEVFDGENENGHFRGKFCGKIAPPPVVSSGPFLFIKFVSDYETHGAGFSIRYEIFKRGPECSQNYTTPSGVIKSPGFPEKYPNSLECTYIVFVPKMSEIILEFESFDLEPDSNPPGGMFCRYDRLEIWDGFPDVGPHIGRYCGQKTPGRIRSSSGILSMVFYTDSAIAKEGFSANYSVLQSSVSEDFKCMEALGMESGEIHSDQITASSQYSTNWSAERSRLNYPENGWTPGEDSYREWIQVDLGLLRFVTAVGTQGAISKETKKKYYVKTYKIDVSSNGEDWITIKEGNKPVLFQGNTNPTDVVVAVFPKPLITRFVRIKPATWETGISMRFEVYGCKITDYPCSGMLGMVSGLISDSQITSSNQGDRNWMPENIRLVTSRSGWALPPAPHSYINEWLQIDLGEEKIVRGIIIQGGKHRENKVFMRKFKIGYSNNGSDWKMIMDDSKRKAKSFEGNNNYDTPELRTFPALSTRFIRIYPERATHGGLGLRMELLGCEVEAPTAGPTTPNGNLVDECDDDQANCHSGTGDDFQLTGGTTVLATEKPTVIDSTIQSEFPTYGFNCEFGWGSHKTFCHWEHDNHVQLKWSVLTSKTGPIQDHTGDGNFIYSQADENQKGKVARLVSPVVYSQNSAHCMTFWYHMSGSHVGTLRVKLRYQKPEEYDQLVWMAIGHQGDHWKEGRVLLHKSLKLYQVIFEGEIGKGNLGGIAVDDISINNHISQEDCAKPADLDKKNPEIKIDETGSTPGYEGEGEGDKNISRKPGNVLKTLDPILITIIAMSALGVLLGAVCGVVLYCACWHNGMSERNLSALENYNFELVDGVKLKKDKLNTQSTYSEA
FAS-TE inh: inhibitors of human fatty acid synthase thioesterase domain. AID 602261. hit rate 0.67% among 360,000. recombinant FAS-TE, OMFH fluorogenic substrate, fluorescence endpoint. inhibition, % at 15 µM. P49327;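 active = compounds whose normalised, plate-corrected inhibition of enzyme fluorescence in the single-dose primary screen is 50% or more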;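 also: 0% = DMSO with enzyme and 100% = substrate without enzyme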
MsrA inh: inhibits bovine methionine sulfoxide reductase A. AID 651718. purified bovine MsrA, absorbance read-out. hit rate 0.75% among 360,000. inhibition, % at 15.5 µM; in the data active = inhibition above about 4.5%;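 also: 0% = vehicle wells with enzyme and 100% = reference inhibitor wells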
SKN-1 block: inhibitors of C. elegans SKN-1 | C. elegans VP596 Pgst-4::GFP/RFP ratio, acrylamide-induced, 24 h | inhibition, % at 21.8 µM | hit rate 0.49% among 360,000;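 active = interference check ratio from 0.5 to 1.5 plus GFP to RFP signal ratio inhibition reaching or exceeding a fixed threshold, cut at about 30% in these data, passing the limit was not always enough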; also: some compounds called inactive have numbers as strong as hits
Active calls of the source: *; x = not tested or not shown. Not all compounds are listed; count on the stated rates, not on these rows.

Order of values: E coli Lon inh, bovine MsrA act, PABP1 MLLE inh, MT1-MMP act inh, Tb MetRS inh, NRP1-CendR mod, FAS-TE inh, MsrA inh, SKN-1 block
COC(=O)C1=Nc2ccccc2/C1=C\c1c(O)n(-c2cc(OC)ccc2OC)c(=O)[nH]c1=O
→ -17, -5, -6, -6, -0.3, -35, -13, 1.6, -5
CC1CN=C(Nc2ccccc2)S1 (configuration not stated)
→ -13, 0, -18, 5, 1.0, 3, -12, 0.0, 5
OC1C2CN3CN(C2)CC1(c1ccccc1)C3 (configuration not stated)
→ 7, -7, 1, 6, -0.6, 6, -8, 0.7, -16
COc1cc2c(cc1O)C[C@H]1c3c(cc(O)c(OC)c3-2)CCN1C
→ -6, -4, 13, -2, -0.9, -21, -5, 21*, 16
COc1ccc(CCNC(=O)COC(=O)Cc2ccccc2)cc1
→ -2, -8, -22, 2, 0.0, 3, -13, 0.2, -9
C#CC[N+]1(C)[C@@H]2CC(OC(=O)C(CO)c3ccccc3)C[C@H]1C(O)C2 (some centres not stated)
→ 0, -4, -6, -1, -1.4, 5, -1, -0.1, 7
CCCC[n+]1cc(=N)o[n-]1
→ -2, -2, 10, 1, 0.6, -3, -5, 2.6, -1
COc1ccc(C(c2nnnn2Cc2ccccc2)N2CCC3(CC2)C(=O)NCN3c2ccccc2)cc1 (configuration not stated)
→ 3, 2, -1, 3, 0.2, 1, 19, 1.1, 4
CN1CC(C(=O)c2ccccc2)C(C(=O)c2ccccc2)C1 (configuration not stated)
→ -16, -3, 4, -4, -0.7, 4, -1, 1.1, -6
CN1CCCCC1Cc1ccccc1 (configuration not stated)
→ -13, -2, -5, 2, -1.0, 5, -3, x, -4
CN(C)c1ccc(N=Cc2c(O)n(CCC3=CCCCC3)c(=O)[nH]c2=O)cc1
→ -12, -1, -29, -69, -0.4, 61*, -8, x, -13
CCOc1ccc(Cc2c(O)[nH]c(=O)[nH]c2=O)cc1
→ 0, -1, -19, -27, -0.6, -6, -3, 0.5, 4
Cc1ccc(N)cc1N
→ -5, -3, 11, -2, 0.6, -12, -5, -0.2, 8
CC(=O)OC(C)(C)/C=C/C(=O)[C@](C)(O)C1[C@H](O)C[C@@]2(C)C3CC=C4C(C[C@H](O)C(=O)C4(C)C)[C@]3(C)C(=O)C[C@]12C (some centres not stated)
→ -19, -8, 5, -29, -0.5, 2, -3, x, -14
CC1=C(C(=O)N2CCC3(CC2)OCCO3)C2(CCC(C)CC2)OC1=O (configuration not stated)
→ 4, 0, -2, 10, -0.1, -3, -6, -0.5, 15
CCCc1nc2ccccc2c(=O)n1-c1ccc(O)cc1
→ -2, -13, 10, -7, -1.4, -10, -3, -0.7, 2
C1=NCCCN2CCCCC12 (configuration not stated)
→ -2, -4, -7, -1, -0.2, -6, -6, -1.1, -8
COC(=O)C1=C(c2cccc(OC)c2OC)C[C@@H]2CC[C@H]1N2C(=O)NCc1ccco1
→ 3, -1, -9, x, -0.4, -2, -5, 0.2, 15
CC(C)OC(=O)Cc1ccccc1
→ 2, -3, 3, -2, -0.1, -10, 0, -0.4, 9
C=CC(=O)OCCO
→ 6, 2, 11, -1, -0.3, 1, -10, 0.0, -2
O=C(c1sc2ccccc2c1Cl)N1CCC2(CC1)OCCO2
→ -3, 0, 1, 1, -0.2, 2, -2, x, 0
Oc1cc2c(cc1CN1CCN(c3ccccc3)CC1)OCO2
→ 1, -2, 20, -3, 0.1, 7, -3, 0.3, 5
Cc1cccc(C)c1NC1=NCCCCS1
→ 4, 0, 10, 5, -1.8, 4, -1, -1.6, -8
CCOc1cc(/C=C2\C(=O)NC(=O)N(C)C2=O)cc([N+](=O)[O-])c1O
→ 4, -8, -23, 3, -0.6, 8, -3, 2.4, 1
Nc1c2c(nc3sc4c(c13)CCCC4)CCCC2
→ 1, -5, -3, -1, -0.2, 4, 5, -0.3, 9
CCN(CC)P(=O)(c1n(CC)cc[n+]1CC)N(CC)CC
→ 2, -13, -108, 2, -1.3, 12, -3, -0.1, 0
CCC(c1nnnn1Cc1ccccc1)N1CCC2(CC1)C(=O)NCN2c1ccccc1 (configuration not stated)
→ -7, -1, 1, -1, 0.5, 15, -6, 0.4, -4
COc1ccc(OC)c(N=Cc2c(O)[nH]c(=O)[nH]c2=O)c1
→ -3, -4, -18, 0, -0.6, -53, 1, 2.4, 22
COCCn1c(-c2ccccc2)cc(C(=O)O)c1C
→ -10, -8, -8, -1, -1.6, -7, -8, -0.3, -20
COC(=O)C1=C(c2ccc(F)cc2OCc2ccccc2)C[C@@H]2CC[C@H]1N2C(=O)NCc1ccc(C(C)(C)C)cc1
→ -4, -4, 8, -14, -0.2, 5, 14, 0.7, 5

Other compounds follow.
Structure	E coli Lon inh	bovine MsrA act	PABP1 MLLE inh	MT1-MMP act inh	Tb MetRS inh	NRP1-CendR mod	FAS-TE inh	MsrA inh	SKN-1 block
COc1ccc(CCNCC2CCCO2)cc1 (configuration not stated)	-1	-3	6	-1	-0.4	3	-7	-0.5	-2
CCN1C(=O)CC(=O)N(CC)C1=S	-76	3	-8	3	0.4	-4	-6	0.5	11
CCOc1ccc(-c2cc(C)[n+](CCN3CCOCC3)c(-c3ccc(OCC)cc3)c2)cc1	1	-4	-3	-1	-0.3	1	-4	4.2	-6
CC1(O)CCN2C(=O)CCc3cccc1c32 (configuration not stated)	16	-2	27	-13	-0.3	5	-4	2.9	10
O=c1[nH]c2ccccc2n1C1CCN(C(CCc2ccccc2)c2nnnn2Cc2ccccc2)CC1 (configuration not stated)	-11	-1	-5	-18	0.2	3	21	3.2	21
CNC(=O)N(C)c1ccc(C(O)(C(=O)OC)C(F)(F)F)cc1 (configuration not stated)	3	-3	7	-4	0.2	2	-6	-0.3	1
CCNC(=O)NNC(=O)C1CC(c2cccnc2)=NO1 (configuration not stated)	-11	-4	-6	1	-0.3	1	-4	0.4	-4
O=P(Oc1ccccc1)(Oc1ccccc1)N1CCN(c2ccc(F)cc2)CC1	18	1	-5	-1	-0.1	11	27	1.4	-9
Cc1ccccc1C(O)(Cc1ccccc1)C1CN2CCC1CC2 (configuration not stated)	-4	-4	-3	-41	-1.9	6	-7	-1.1	-13
CCOC(=O)c1cccc(-[n+]2c(-c3ccccc3)cc(-c3ccccc3)cc2-c2ccccc2)c1	-6	0	-12	4	-0.3	-2	-7	2.4	1
COc1cccc(OC)c1CN1CCCC(C(=O)c2cccc(Cl)c2)C1 (configuration not stated)	-5	-3	8	-4	0.2	3	-2	-1.0	4
Cc1ccc(N)c(C(=O)c2ccccc2)c1	-6	-2	0	1	-0.7	-2	-2	-0.1	1
O=C1NC(=O)N(c2ccccc2)C(=O)/C1=C/c1coc2ccc(O)cc2c1=O	-13	-6	-16	-3	0.5	-62	-3	1.3	1
Clc1ccc(-c2nc3ccc(Cl)cn3c2CN2CCCCC2)cc1	-4	-1	3	-5	-0.6	-4	23	1.7	5
O=C(Nc1ccc(F)cc1F)c1cccnc1Oc1cccc(C(F)(F)F)c1	-2	0	5	-3	-0.1	0	14	0.4	17
CCCCn1nnnc1C(c1ccnc2ccccc12)N1CCC2(CC1)C(=O)NCN2c1ccccc1 (configuration not stated)	-9	-1	-10	8	0.2	4	2	-0.3	-4
CC(=O)OC1CCC2(C)C(=CC(=O)C3C2CCC2(C)C(OC(C)=O)CCC32)C1 (configuration not stated)	-7	-7	7	-3	0.0	19	-3	-0.2	-11
COc1ccc(OC(=O)N(C)C[C@H]2OCc3cnnn3CCCC(=O)N([C@H](C)CO)C[C@H]2C)cc1	-17	-4	-9	3	0.6	-6	-5	-0.4	-12
O=c1[nH]c(O)c(C=NC2CCN(Cc3ccccc3)CC2)c(=O)[nH]1	-7	-4	19	-1	-1.1	12	-3	0.4	2
COCCNC(=S)N1Cc2ccccc2-n2nncc2C1	-2	-3	-66	1	0.0	-6	-10	-0.3	-3

Continued, overlapping the part above by 3 compounds.
Structure	E coli Lon inh	bovine MsrA act	PABP1 MLLE inh	MT1-MMP act inh	Tb MetRS inh	NRP1-CendR mod	FAS-TE inh	MsrA inh	SKN-1 block
COc1ccc(OC(=O)N(C)C[C@H]2OCc3cnnn3CCCC(=O)N([C@H](C)CO)C[C@H]2C)cc1	-17	-4	-9	3	0.6	-6	-5	-0.4	-12
O=c1[nH]c(O)c(C=NC2CCN(Cc3ccccc3)CC2)c(=O)[nH]1	-7	-4	19	-1	-1.1	12	-3	0.4	2
COCCNC(=S)N1Cc2ccccc2-n2nncc2C1	-2	-3	-66	1	0.0	-6	-10	-0.3	-3
Clc1ccc(CNC2CN3CCC2CC3)cc1 (configuration not stated)	1	-1	-4	-1	0.9	2	12	0.2	-4
COc1ccc(-n2nc(C(=O)NCC(=O)N3CCC4(CC3)OCCO4)c3ccccc3c2=O)cc1	-6	-2	2	4	-0.2	11	-1	-0.6	-2
CCC(=NCc1ccco1)c1c(O)n(C)c(=O)n(C)c1=O	2	-4	1	3	-0.9	17	-4	1.1	-8
O=P(N1CCCCC1)(N1CCCCC1)C(Cl)(Cl)Cl	-5	0	5	-2	-0.1	-5	-4	-0.4	2
COC(=O)C1=C(c2ccc(S(C)(=O)=O)cc2)C[C@@H]2CC[C@H]1N2C(=O)NCc1ccco1	0	-2	9	-1	-0.1	-1	-6	-0.4	9

Bioassay records (PubChem BioAssay)
